Screening results deposited in PubChem BioAssay by National Center for Advancing Translational Sciences (NCATS).
TDP1 cell noCPT – qHTS for Inhibitors of human tyrosyl-DNA phosphodiesterase 1 (TDP1): qHTS in cells in absence of CPT; DT40 Tdp1-/- hTDP1 cells, no CPT, ATP luminescence, 48 h; Potency, µM (doses to about 46.2 µM), inactives show top-dose activity change, negative = growth inhibition, usual class: inhibitors; 420,000 tested, 15% active; note: nearly all actives have a fitted effect of over 55% in size
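Compound effects on proliferation are scored in DT40 Tdp1-/-;hTDP1 cells in the absence of CPT. ATP levels (CellTiter-Glo luminescence) are recorded after a ≥48 hr, 37 °C incubation.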
TDP1 inh – qHTS Assay for Inhibitors of Tyrosyl-DNA Phosphodiesterase (TDP1) | 350,000 tested, 0.28% active | recombinant TDP1, AlphaScreen DNA substrate cleavage | Potency, µM (doses to about 130 µM), for inactives: at the highest dose activity change, negative = inhibition, hits mostly inhibitors | Tyrosyl-DNA phosphodiesterase 1 (Homo sapiens), Q9NUW8 | AID 485290, 2010; note: nearly all actives have a fitted effect of over 40% in size
Target sequence (Q9NUW8 whole entry, looked up): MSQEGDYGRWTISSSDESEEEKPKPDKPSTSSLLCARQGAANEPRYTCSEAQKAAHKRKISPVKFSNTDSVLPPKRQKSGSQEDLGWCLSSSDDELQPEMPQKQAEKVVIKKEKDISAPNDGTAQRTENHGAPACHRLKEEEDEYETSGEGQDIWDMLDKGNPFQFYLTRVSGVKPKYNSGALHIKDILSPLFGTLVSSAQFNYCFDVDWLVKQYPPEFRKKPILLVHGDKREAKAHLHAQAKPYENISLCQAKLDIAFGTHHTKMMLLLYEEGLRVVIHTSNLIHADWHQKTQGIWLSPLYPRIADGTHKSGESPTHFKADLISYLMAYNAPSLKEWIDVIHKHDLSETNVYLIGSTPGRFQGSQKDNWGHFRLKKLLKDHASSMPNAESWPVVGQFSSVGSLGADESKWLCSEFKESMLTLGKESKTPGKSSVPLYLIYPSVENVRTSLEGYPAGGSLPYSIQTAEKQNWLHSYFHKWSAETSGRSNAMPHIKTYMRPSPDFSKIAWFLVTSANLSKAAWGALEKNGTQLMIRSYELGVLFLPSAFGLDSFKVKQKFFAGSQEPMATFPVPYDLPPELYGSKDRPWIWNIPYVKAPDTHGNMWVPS
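Enzyme-compound mixtures sat 15 min at room temperature, followed by a 5 min reaction with 15 nM final substrate and 10 min with AlphaScreen beads. Recombinant human Tdp1 was used at 1 nM final.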
N370S GC – qHTS Assay for Inhibitors and Activators of N370S glucocerebrosidase as a Potential Chaperone Treatment of Gaucher Disease; Lysosomal acid glucosylceramidase (Homo sapiens), P04062; N370S GC spleen homogenate, 4MU-glucoside fluorescence; Potency, µM (series often up to 59.4 µM), for inactives: at the top dose activity change, negative = inhibition, actives largely listed as inhibitors; 330,000 tested, 0.092% active;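 note: 0% = full enzyme activity and -100% = no enzyme basal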
The depositor's hits bear a star; ? = inconclusive; . = not tested or not shown; & = joins results of further samples; [ ] = dose if it differs, or a comment. Calls come from the whole dose curve; as a rule, active = well fitted curve in the direction sought with a large enough effect; inconclusive = small, poorly fitted or top-dose-only effect, or another doubt; inactive = no such curve, though single readings can be large; an effect the other way counts as inactive or inconclusive. Unless noted, % is set by controls: 0 for no effect and ±100 for the full control effect; potency is the fitted concentration of half-maximal effect. This is a subset. The share of hits here may be higher or lower than overall.

canonical_smiles | TDP1 cell noCPT | TDP1 inh | N370S GC
COc1ccc(NC(=O)c2ccc(NC(=O)c3nc4nc(C)cc(C)n4n3)cc2)cc1 | -21% | -3% | 5%
COc1ccc(C2C(C(=O)OCC3CCCO3)=C(C)NC3=C2C(=O)CC(c2ccco2)C3)cc1O (stereo not drawn) | ? | 6% | 6%
CCC1Oc2ccccc2N(CC(=O)NCCN2CCCC2)C1=O (stereo not drawn) | -1% | 3% | 2%
O=C(Oc1oc(-c2ccco2)nc1C=Nc1ccccc1)c1ccco1 | 4.6µM* | -3% | 0%
CCCCOc1ccc(C2=NNC(=O)CC2)cc1 | -4% | 2% | -5%
CC12CCC3c4ccc(OCc5ccccc5)cc4CCC3C1CC(O)C2O (stereo not drawn) | ? | 5% | -16%
COc1cc([N+](=O)[O-])ccc1NC(=O)CC1SC(=Nc2ccc(F)cc2)N(CCC2=CCCCC2)C1=O (stereo not drawn) | 15µM* | 5% | 2%
CC(C)(C)c1ccc(/C=N/Nc2ccc(C(=O)O)cc2)cc1 | -17% | 8% | 2%
COc1cccc(CN2CCN(C3CCN(c4ccccc4C)CC3)CC2CCO)c1 (stereo not drawn) | 18µM* | 0% | -13%
O=C(NCC1CCCO1)C1CCCN(c2ncccn2)C1 (stereo not drawn) | -9% | 1% | 3%
CCOc1ccc(S(=O)(=O)N(CC(=O)NN=C2CCN(C)CC2)c2ccc(C)cc2)cc1 | 3% | 0% | -9%
Cc1[nH]nc(Nc2ccc(C(C)C)cc2)c1[N+](=O)[O-] | ? | . | -1%

Additional records follow.
canonical_smiles | TDP1 cell noCPT | TDP1 inh | N370S GC
CC(=O)c1ccc(NC(=O)Cn2cnc(S(=O)(=O)N3CCOCC3)c2)cc1 | 17% | 4% | -4%
CN1CCN(Cc2cc(Cl)c3cccnc3c2OC(=O)c2cccs2)CC1 | 4.6µM* | 8% | 8%
COc1ccc2nc(N(CCN(C)C)C(=O)c3ccc4c(c3)OCCO4)sc2c1 | 8% | 6% | -8%
O=C(Nc1nc2n(n1)C(c1ccc(F)cc1)C=C(c1ccc(Cl)cc1)N2)c1ccco1 (stereo not drawn) | ? | 3% | .
COc1ccccc1-c1oc2ccccc2c1C#CCCO | ? | -5% | .
CC1CCCC(NC(=O)CSc2nnc(N)s2)C1C (stereo not drawn) | 2% | 3% | ?
O=C1CCC(=O)N1OCCOc1ccccc1 | ? | -1% | 8%
COc1ccc(CN2C[C@H](C)[C@@H](CC(=O)NCc3ccccc3)C2=O)cc1 | -9%&-29% | . | -1%
CCOCCCNCc1ccc(OCC(=O)N2CCOCC2)c(OC)c1 | 4% | -6% | 3%
CC(=O)C1=C(C)NC(SCC(=O)c2ccccc2)=C(C#N)C1c1ccco1 (stereo not drawn) | . | 1% | -2%[2.35 µM]
O=C(Nc1ccc(F)cc1)N(Cc1nnc2n1CCCCC2)c1ccccc1 | -2% | 5% | 4%
COc1ccccc1-c1nc2c(c(SCc3cc(C)ccc3C)n1)Cc1c(CO)cnc(C)c1O2 | 10µM* | 0% | .

The list continues:
canonical_smiles | TDP1 cell noCPT | TDP1 inh | N370S GC
COC(=O)c1ccc(COc2ccc(C3C4=C(CCCC4=O)Nc4onc(C)c43)cc2)cc1 (stereo not drawn) | -30% | 9% | ?
CC(=O)Nc1nonc1-c1nnc(SCC(=O)Nc2ccc(C)c(Cl)c2)n1C | -19% | 2% | .
CCCCNC(=S)N(C)/N=C/c1ccccc1C(=O)O | ? | 2% | 7%
Cc1cnc(NC(=O)CSc2c(Cl)cccc2Cl)s1 | 13µM* | 8% | -2%
COc1cc(OC)cc(C(=O)Nc2ccccc2NC(C)=O)c1 | -4% | 1% | 2%
COc1ccccc1/C=C/c1nc2ccc(OC(C)=O)cc2c(=O)o1 | -1% | . | -7%
COC(=O)c1sccc1NC(=S)N(C)C1CCCCC1 | ? | 0% | 13%
O=C(CSc1ccc2nnc(-c3cccnc3)n2n1)NCC1CCCO1 (stereo not drawn) | -14% | 3% | 2%
O=c1c(-c2cc(F)cc(F)c2)nc2cnc(Nc3ccccc3)nc2n1C[C@H]1CCCO1 | -7% | . | 6%
C=CCc1ccc(OC)c(OC)c1 | 7% | 13% | 4%&-24%
CC(C)(C)OC(=O)NOCC(=O)N(Cc1ccccc1)CC(O)COc1ccccc1 (stereo not drawn) | ? | 0% | -6%
Cc1cc(N/N=C/c2ccccc2F)nc(NCc2ccccc2)n1 | 12µM* | 0% | -12%

(continued)
canonical_smiles | TDP1 cell noCPT | TDP1 inh | N370S GC
Cc1nc(-c2ccc(S(=O)(=O)Oc3ccccc3Cl)s2)cs1 | ? | -6% | -16%
O=C(O)c1ccccc1N=N/C(=N/Nc1cc(S(=O)(=O)O)ccc1O)c1ccccc1 | -21% | 13% | .
COC(=O)c1ccc(NC(=O)CSc2ccc(-c3cccs3)nn2)cc1 | -15% | -3% | .
COc1ccc(NC(=O)CN(C)C(=O)C(C)Sc2ccccc2)cc1 (stereo not drawn) | -28% | 4% | 1%
CCN(CC(=O)NCc1ccccn1)S(=O)(=O)c1ccc(Cl)cc1 | -21% | 3% | 0%
OC1CCCN(CC(O)COc2ccc(-c3ccccc3)cc2)C1 (stereo not drawn) | 23µM* | . | -3%
CC(c1ccccc1)c1nnc(NC(=O)Nc2ccccc2F)s1 (stereo not drawn) | ? | . | -10%
Cc1ccc(-n2nc(C(=O)Nc3ccc(C)c(F)c3)c(=O)n(C)c2=O)cc1 | -26% | 1% | .
CCCCC(CC)C(=O)NCC(C)NC(=O)C(CC)CCCC (stereo not drawn) | ? | 0% | 0%
COc1ccccc1CNC(=O)C/C(C)=N/NC(=O)COc1ccc(C)cc1Br | 12µM* | 4% | -3%
O=C(Cc1ccsc1)N1CCN(S(=O)(=O)c2cccc(F)c2)CC1 | -1% | 0% | -30%
CC(C)(C)C1CCC(=NNC(=O)CN(c2ccccc2)S(=O)(=O)c2ccccc2[N+](=O)[O-])CC1 (stereo not drawn) | 0% | 3% | 7%

The list continues.
canonical_smiles | TDP1 cell noCPT | TDP1 inh | N370S GC
COc1ccc(OCc2nnc(SCc3ccc(C(=O)O)cc3)o2)cc1 | 9% | 0% | 9%
COC(=O)c1cc(S(=O)(=O)NCC2CCN(Cc3ccc(F)cc3)CC2)cn1C | 3%&-5% | 0%&-5% | -2%
Cc1nc2ccccc2nc1SCC(=O)N1CCC(C)CC1 | ? | 4% | 16%
COc1ccc2nc(-c3ccccn3)[nH]c2c1 | -10% | 6% | 1%
Cc1cc(NC(=O)NC(=O)c2ccccc2)no1 | 11% | 2% | 0%
Fc1ccc(-c2cc(-c3ccccc3)nc(-n3cccn3)n2)cc1 | ? | 1% | 10%
C[C@H](NS(=O)(=O)c1ccc(Cl)cc1)C(=O)OCC(=O)NC(=O)Nc1ccc2c(c1)OCCO2 | -3% | 0% | -2%
Cc1ccccc1NC(=O)NC1CCCCCCC1 | 1% | 2% | 4%
Cc1cccc(N2CCN(C(=O)c3ccc4ccccc4c3)CC2C)c1 (stereo not drawn) | ? | 5% | .
CCC(=O)c1ccc(N2CCCCC2)c(F)c1 | 16% | 0% | -2%
CN1/C(=C\C=N\NC(=O)c2ccccc2Br)C(C)(C)c2ccccc21 | ? | -1% | ?
CC1CN(C)C(C)c2c1oc1ccc(N)cc21 (stereo not drawn) | 10µM* | 0% | 13%

Continuation:
canonical_smiles | TDP1 cell noCPT | TDP1 inh | N370S GC
COC(=O)c1ccc(COc2ccc(/C=N/NC(N)=S)cc2)o1 | ? | 5% | -1%
CCc1cccc(C)c1NC(=O)Cn1ccn(-c2ccc(F)cc2)c(=O)c1=O | 7% | 3% | .
Cc1cccc(-n2c(SCC(=O)NCc3ccc4c(c3)OCO4)nc3ccccc3c2=O)c1 | ? | 3% | 4%
COC(=O)c1c(F)c(F)c(N2CCOCC2)c(F)c1F | -23% | 4% | 4%
O=C(O)c1ccccc1NC(=S)NC(=O)c1cccc2ccccc12 | 9% | 6% | -3%
COc1ccc(C(=O)NCCS(=O)(=O)NCc2ccco2)cc1 | 12% | 0% | 3%
COc1ccc(C)cc1NC(=O)Cn1nc(N2CCN(c3ccccc3OC)CC2)ccc1=O | ? | 5% | .
CNCCC(=O)N1c2ccccc2CCc2ccc(NC(=O)OC)cc21 | ? | . | 7%
CC(NC(=O)c1cc(S(=O)(=O)N2CCCC2)ccc1Cl)c1ccccn1 (stereo not drawn) | 10% | 0%[56.1 µM] | .
Cc1cccc(-n2nc3c(c2NC(=O)c2c(F)cccc2F)CS(=O)(=O)C3)c1C | 15% | 3% | 0%
COc1ccc(OC2CCN(S(=O)(=O)c3ccc(F)cc3)CC2)cc1 | -15% | . | -12%
CC(C)C(NC(=O)c1ccccc1)C(=O)OCC(=O)N1CCCCC1 (stereo not drawn) | 2% | 0% | .

(further entries)
canonical_smiles | TDP1 cell noCPT | TDP1 inh | N370S GC
CCN(CC)Cc1c(CC(C)C)oc(C)c1C(=O)O | -7% | 0% | ?
O=[N+]([O-])c1ccc(S(=O)(=O)Nc2nc(-c3ccccc3)cs2)cc1 | ? | . | -10%
c1ccc2nc3c(cc2c1)CCCCC3 | 13µM* | 6% | 5%
COc1ccccc1C(=O)NCCC(=O)Nc1cccc(S(=O)(=O)N2CCCC2)c1 | ? | 1% | .
Cc1cc(C)c(Cn2c3ccccc3c3cnn(CC(=O)N4CCCCC4)c(=O)c32)c(C)c1 | -23% | 0% | .
CC(O)(CS(=O)(=O)Cc1cccc(C(F)(F)F)c1)C(=O)Nc1cccc(C(F)(F)F)c1 (stereo not drawn) | -29% | 2% | -18%
COc1cc(C(=O)NCC(c2cccs2)N(C)C)cc(Cl)c1OC(C)C (stereo not drawn) | 21µM* | -5% | -5%
CCC(C)N(C(=O)Cn1c(Cl)nc2c1c(=O)n(C)c(=O)n2C)C1CCS(=O)(=O)C1 (stereo not drawn) | 31%[activator] | 2% | -9%
CC1CCCN(S(=O)(=O)c2ccc(NC(=O)C3CC(=O)N(C(C)(C)C)C3)cc2)C1 (stereo not drawn) | ? | 2% | 5%
Cn1ccc(C(=O)N/N=C/c2c[nH]c3ccccc23)n1 | ? | 0% | -9%
O=C(CSc1nnc2ccccn12)Nc1ncc(Cl)cc1Cl | -11% | 0% | 3%
C=CCN(c1ccc(Br)cc1C(=O)OC)S(C)(=O)=O | -6%&-23% | 0% | .

Another view of some results above:
C=CCN(c1ccc(Br)cc1C(=O)OC)S(C)(=O)=O
  TDP1 cell noCPT: -6%&-23% | TDP1 inh: 0% | N370S GC: .

O=C(CSc1nnc2ccccn12)Nc1ncc(Cl)cc1Cl
  TDP1 cell noCPT: -11% | TDP1 inh: 0% | N370S GC: 3%

Cc1cc(C)c(Cn2c3ccccc3c3cnn(CC(=O)N4CCCCC4)c(=O)c32)c(C)c1
  TDP1 cell noCPT: -23% | TDP1 inh: 0% | N370S GC: .

COc1ccccc1C(=O)NCCC(=O)Nc1cccc(S(=O)(=O)N2CCCC2)c1
  TDP1 cell noCPT: ? | TDP1 inh: 1% | N370S GC: .

Sorted by SMILES length (highest first): part of the list above
canonical_smiles | TDP1 cell noCPT | TDP1 inh | N370S GC
CC(O)(CS(=O)(=O)Cc1cccc(C(F)(F)F)c1)C(=O)Nc1cccc(C(F)(F)F)c1 (stereo not drawn) | -29% | 2% | -18%
CCC(C)N(C(=O)Cn1c(Cl)nc2c1c(=O)n(C)c(=O)n2C)C1CCS(=O)(=O)C1 (stereo not drawn) | 31%[activator] | 2% | -9%
C=CCN(c1ccc(Br)cc1C(=O)OC)S(C)(=O)=O | -6%&-23% | 0% | .

Other records follow:
canonical_smiles | TDP1 cell noCPT | TDP1 inh | N370S GC
CC(=O)N1c2ccc(S(=O)(=O)NCC3CCC(C(=O)NCCC(C)C)CC3)cc2CC1C (stereo not drawn) | 16µM* | 0% | .
Cc1cc(=O)[nH]c(SCC(=O)c2ccc3c(c2)NC(=O)CO3)n1 | -8% | 0% | -2%
COc1cc2c(cc1OC)C(c1ccc(OC)c(OC)c1OC)CC(=O)N2 (stereo not drawn) | 2% | 3% | -6%
COC(=O)Cc1c(O)ccn(Cc2ccc(OC)c(OC)c2)c1=O | -1% | 0% | -1%
CCOCCCn1c(=NC(C)=O)c(C#N)cc2c(=O)n3ccccc3nc21 | -9% | 6% | ?
O=C(COC(=O)c1ccco1)c1ccc(Cl)cc1 | 1.3µM* | 7% | -10%
CCC(C)NC(=O)C1(NC(=O)Nc2ccccc2)CCCCC1 (stereo not drawn) | 18µM* | 1% | -2%
Cc1cc(SCC(=O)N2CCCC2)nc2ccccc12 | -13% | 2% | ?
Cc1cc(-n2c(C)cc(C(=O)CSc3ccccn3)c2C)no1 | ? | 4% | .
Cc1ccc(S(=O)(=O)N(C)CC(=O)N2CCCC2)cc1 | -19% | -2% | 2%
CN1CCN(C(=O)CN(C2CCCCC2)S(=O)(=O)c2ccc(Br)cc2)CC1 | -13% | 3%[56.1 µM] | -10%
